Bioassay records deposited in PubChem by National Center for Advancing Translational Sciences (NCATS).
Coupling enz: coupling enzyme interference in Giardia aldolase counter-screen. coupling enzyme system counterscreen, AmpLite Red fluorescence. AID 2472. activity change, negative = inhibition, % at 58.2 µM, hits read low. 290,000 tested, 0.67% active; in the data active = activity change below about -30%
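First, compound is pin-transferred into glyceraldehyde-3-phosphate coupling-enzyme reagent at 57.5 uM final and held 10 min at RT. Next, substrate, coupling system and AmpLite Red are added. After 20 min RT, fluorescence (525/598 nm) is read.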
Active calls of the source: *; & = joins results of further samples. % is scaled to controls: 0 for no effect and ±100 for the full control effect.

SMILES | Coupling enz
CC[C@H](CC[C@@H](C)C1CC[C@H]2[C@@H]3CC=C4C[C@@H](O)CC[C@]4(C)[C@H]3CC[C@]12C)C(C)C (some centres undefined) | -2
CN(C)C(=S)SC(=S)N(C)C | -1
O=C(O)[C@@H](O)[C@@H](O)[C@H](O)[C@H](O)CO | -23
O=c1c(-c2ccc(F)cc2)nc2cncnc2n1-c1ccccc1 | 1
C=C1c2c(Cl)ccc(O)c2C(O)=C2C(=O)[C@@]3(O)C(O)=C(C(N)=O)C(=O)[C@@H](N(C)C)[C@@H]3[C@@H](O)[C@H]12 | -10
C=C(C)CC1(c2ccccc2)Oc2ccccc2-c2nc3cc(Cl)c(Cl)cc3nc21 (centres undefined) | 1
COC(=O)C1(C(=O)OC)CC2=CC(CC2=O)Cc2ccccc2[C@@H]1C[N+](=O)[O-] (some centres undefined) | 0
CC(Nc1oc(-c2ccccc2)nc1-c1cccc2ccccc12)c1ccccc1 (centres undefined) | -1

(list continues)
SMILES | Coupling enz
CC(C)ON(C(C(=O)NO)C(C)C)S(=O)(=O)c1ccc(-c2ccccc2)cc1 (centres undefined) | 2
Cc1cc2nc3c(=O)[nH]c(=O)nc-3n(CC(O)C(O)C(O)COP(=O)(O)O)c2cc1C (centres undefined) | -19
O=C(O)CN(CC(=O)O)Cc1cc2c(-c3ccccc3C(=O)O)c3cc(CN(CC(=O)O)CC(=O)O)c(=O)cc-3oc2cc1O | -4
COc1ccc2c(c1)C(c1ccccc1C)CC(=O)O2 (centres undefined) | -5
C=C1[C@@H]2CC[C@H](C2)C1(C)C | 0
C=C1C(c2ccc(C)cc2)=CCc2cc(C)cc(C)c21 | 4
COc1ccc(/C=C/c2cc(OC)c(OC)cc2CC[N+](C)(C)C)cc1 | 2
CCC(C(=O)C(C)C(O)C(C)CCc1ccc(C)c(O)c1C(=O)O)C1OC(CC)(C2CC[C@@](O)(CC)C(C)O2)CC1C (some centres undefined) | 4

Next structures.
SMILES | Coupling enz
Cc1cccc(C(=O)N2CCC(=O)N([C@H](COCc3ccc(Cl)cc3)Cc3ccccc3)CC2)c1 | 3
CCNc1ncc2nc(-c3ccc(Cl)cc3)c(=O)n(C3CC3)c2n1 | 0
COc1ccc(NC(=O)N2CC3(CCN(C(=O)c4cccn4C)CC3)C2)cc1 | 0
CC(=O)Oc1c(-c2ccccc2)oc2c(CC=C(C)C)c3c(c(OC(C)=O)c2c1=O)C=CC(C)(C)O3 | -2
OC[C@H]1O[C@@H](n2cnc3c(NCc4ccccc4)ncnc32)[C@H](O)[C@@H]1O | 0
Cc1noc(C)c1-c1nccc(NCc2cccnc2)n1 | 2
Nc1nc2c(ncn2C2OC(CO)CC2O)c(=O)[nH]1 (centres undefined) | 3
CC(CCC(=O)O)C1CCC2C3CC[C@@H]4CCCC[C@@]4(C)C3CC[C@@]12C (some centres undefined) | 13

The listing continues:
SMILES | Coupling enz
COc1ccc(CNc2ccnc(-c3ccccc3OC)n2)c(OC)c1 | 2
COc1cccc(C(=O)CC2c3c(c(Br)c4c(c3OC)OCO4)CCN2C)c1 (centres undefined) | -2
CC(C(=O)O)C1CCC2C3CC=C4CC(O)CC[C@@]4(C)C3CC[C@]12C (some centres undefined) | 7
Cn1c(=O)c(-c2cccs2)nc2cnc(N3CCOCC3)nc21 | 1
CC(C)(N=NC(C)(C)C(=N)N)C(=N)N | 0
CN(C)C(=O)NC1CCCCCCC1 | 0
CN(C)Cc1ccccc1-c1nc(NC2CCNCC2)c2ccccc2n1 | 0
COc1ncc2nc(CCc3ccccc3)c(=O)n(C)c2n1 | 1

(next part)
SMILES | Coupling enz
CC(C)=CCC/C(C)=C/CO/N=C1/C[C@@H](O)[C@@H](O)[C@@H]2[C@@H]3C(=O)N([C@@H](C)c4ccccc4)C(=O)[C@H]3CC[C@@H]12 | 0
COCCn1c(=O)cnc2cnc(N3CCOCC3)nc21 | 0
COC(=O)N1[C@H]2CC[C@@]3(C)C=C(C)O[C@]1(C)C3c1ccccc12 | -2
COc1ccccc1-c1cncnc1-n1ccnc1 | 0
CCN(CC)CCOc1ccc2c(c1)C(=O)c1cc(OCCN(CC)CC)ccc1-2 | 2
C[C@@H]1/C=C\CC(=O)OC[C@H]2O[C@@H](C=C[C@@H]2O)[C@H](C)/C=C\CC(=O)OC1 | 2
C/C=C1/NN(CCCN2CCN(c3cccc(Cl)c3)CC2)C(=O)N1CCOc1ccccc1 | 0
Cc1cccc(CNc2ncnc3ccc(-c4c(C)noc4C)cc23)c1 | 1

Later entries
SMILES | Coupling enz
COC(=O)NC(C(=O)OC)(C(=O)OC)c1ccccc1 | 5
CC(C)=CCC/C(C)=C/CO/N=C1/C[C@@H](O)[C@@H](O)[C@@H]2[C@@H]3C(=O)N(Cc4ccccc4)C(=O)[C@H]3CC[C@H]12 | 4
O=C(O)[C@H](Cc1c[nH]c2ccccc12)N1C(=O)C2=CCCC=C2C1=O | 3
CNC[C@H](O)c1ccc(OC(=O)C(C)(C)C)c(OC(=O)C(C)(C)C)c1 | 1
O=C(NCCOc1ccccc1)O[C@@H]1C(=O)c2cc(Br)ccc2O[C@H]1c1ccc2c(c1)OCO2 | -1
COc1ccc(Oc2ncc3nc(-c4ccc(Cl)cc4)c(=O)n(C)c3n2)cc1 | 1
COc1ccc2c(c1)C(=O)[C@@H](OC(=O)Nc1ccc(C)c(Br)c1)[C@H](c1ccc(OC)c(Br)c1)O2 | 0
CC(C)(C)c1ccc(S(=O)(=O)/C=C\C#N)cc1 | 0

A second format for three compounds above:
CC(C)(C)c1ccc(S(=O)(=O)/C=C\C#N)cc1
  Coupling enz = 0
CNC[C@H](O)c1ccc(OC(=O)C(C)(C)C)c(OC(=O)C(C)(C)C)c1
  Coupling enz = 1
CC(C)=CCC/C(C)=C/CO/N=C1/C[C@@H](O)[C@@H](O)[C@@H]2[C@@H]3C(=O)N(Cc4ccccc4)C(=O)[C@H]3CC[C@H]12
  Coupling enz = 4

Further records follow:
SMILES | Coupling enz
CCC(CCC(C)C1CCC2C3CCC4CC(O)CC[C@@]4(C)C3CC[C@@]12C)C(C)C (some centres undefined) | 0
CCOC(=O)CCN1C(=O)[C@H]2[C@@H]3[C@H](O)[C@H](O)CC(=O)[C@H]3CC[C@H]2C1=O | 3&0
C=C(C(=O)C(C)(C)O)C(O)c1ccc([N+](=O)[O-])cc1 (centres undefined) | 1
COC(=O)N1CCC[C@@]2(CCN(c3ccncc3)C2)C1 | 0
COCCn1c(=O)c(C)nc2cnc(Nc3cccc(OC)c3)nc21 | -1
CC(C)CN1CCC2(CC1)CCN(C(=O)c1ccco1)CC2 | -1
C[C@@H](O)C(N)C(=O)O (some centres undefined) | -2
O=C(O)C(O)[C@@](O)(Cc1ccc(O)cc1)C(=O)O (some centres undefined) | -2

Following part
SMILES | Coupling enz
Cc1noc(C)c1-c1ccc2ncnc(NCc3cccn3C)c2c1 | 4
O=C(c1ccncc1)N1CCC2(CC1)CN(c1cccc(-c3ccccc3)c1)C2 | -2
N[C@@H](Cc1ccccc1)C(=O)O | 2
Cn1cccc1C(=O)N1CCC2(CC1)CN(C(=O)Nc1ccccc1)C2 | 3
C[C@@H]1O[C@H](O[C@@H]2[C@@H](Oc3cc(O)c4c(c3)O[C@H](c3ccc(O)cc3)CC4=O)O[C@@H](CO)[C@@H](O)[C@H]2O)[C@@H](O)[C@H](O)[C@@H]1O | 2
C[C@@H]1C(=O)O[C@@H]2C[C@]34[C@H]5C[C@@H](C(C)(C)C)[C@@]36[C@@H](OC(=O)[C@@H]6O)O[C@@]4(C(=O)O5)[C@@]12O | -3
COc1ccc(C(=O)N2CCC3(CCCN(C(=O)Nc4cccc(C#N)c4)C3)CC2)cc1 | 2
CC[C@H](C)[C@H](NC(=O)[C@H](Cc1ccc(O)cc1)NC(=O)[C@@H](NC(=O)[C@@H](N)CCCN=C(N)N)C(C)C)C(=O)N[C@@H](Cc1cnc[nH]1)C(=O)N1CCC[C@H]1C(=O)N[C@@H](Cc1ccccc1)C(=O)O | 4

The list continues:
SMILES | Coupling enz
COc1ccccc1C1=Nn2c(nnc2-c2ccccc2C)SC1 | -6&1
Cc1noc(C)c1-c1cc(N2CCNCC2)ncn1 | 1
C=C1CC[C@H](O)C/C1=C/C=C1\CCC[C@]2(C)[C@H]1CC[C@H]2[C@@H](C)CCCC(C)C | 1
CCCCCCCC/C=C\CCCCCCCC(=O)OC[C@H](CO)OC(C)=O | 1
COC(=O)c1c(C)cc(OC)cc1O | 1
O=c1c(CCc2ccccc2)nc2cnc(N3CCOCC3)nc2n1-c1ccccc1 | 2
N#Cc1ccccc1-c1ccc2ncnc(N3CCNCC3)c2c1 | 6
COc1ccc(/C=C2\NC(=O)[C@@H]3Cc4ccccc4CN3C2=O)cc1 | 0

An excerpt from above in order of molar mass, ascending.
SMILES | Coupling enz
C=C1[C@@H]2CC[C@H](C2)C1(C)C | 0
CC(C)(N=NC(C)(C)C(=N)N)C(=N)N | 0
COc1ccc2c(c1)C(c1ccccc1C)CC(=O)O2 (centres undefined) | -5
COC(=O)N1CCC[C@@]2(CCN(c3ccncc3)C2)C1 | 0
CC(C)CN1CCC2(CC1)CCN(C(=O)c1ccco1)CC2 | -1
CCC(C(=O)C(C)C(O)C(C)CCc1ccc(C)c(O)c1C(=O)O)C1OC(CC)(C2CC[C@@](O)(CC)C(C)O2)CC1C (some centres undefined) | 4

Next section:
SMILES | Coupling enz
CC(C)(C)CC(C)(C)c1ccc(OCOCCOCCO)c(Cc2cc(C(C)(C)CC(C)(C)C)cc(Cc3cc(C(C)(C)CC(C)(C)C)ccc3OCOCCOCCO)c2OCOCCOCCO)c1 | 2
O=C(Oc1ccccc1)N1CCC2(CCCN(c3ccccn3)C2)CC1 | 4
CCN(CC)CCOC(=O)[C@@H](c1ccccc1)C1CCCCC1 | -1
CCNCCCNCCCCNCCCNCC | 3
N#CCCCS(=O)(=O)c1nc2ccccc2s1 | 1
CC/C=C\CC[C@H](O)C1=CCCCC1=O | 0
c1ccc(Nc2nc(-c3ccc4c(c3)OCO4)nc3ccccc23)cc1 | -5
Cn1c(=O)c(-c2cc(F)cc(F)c2)nc2cnc(Oc3cccc(Cl)c3)nc21 | 2

The list goes on:
SMILES | Coupling enz
CCOC(=O)N/N=C1/C[C@@H](O)[C@@H](O)[C@@H]2[C@@H]3C(=O)N(Cc4ccccc4)C(=O)[C@H]3CC[C@H]12 | 0
COc1ccc(-c2nnc3n2N=C(c2c(OC)cccc2OC)CS3)cc1OC | 3
OCc1cc([C@@H](O)CNCCCCCCOCCCCc2ccccc2)ccc1O | 0
CNCC[C@H](Oc1ccccc1OC)c1ccccc1 | 1&-1
Cc1ccc(S(=O)(=O)N[C@@H]2COC(=O)C/C=C\[C@H](C)COC(=O)N[C@@H](C)C(=O)C/C=C\[C@H]2C)cc1 | 0
CCCCCCCCCCCCC/C=C/[C@@H](O)[C@H](CO)NC(=O)CCCCCCCCCCCCCCC | 2
O=c1n(-c2ccccc2)c(=O)n2n1CC[C@H]1/C(=N\OCc3ccccc3)[C@H]3O[C@@H]3[C@@H](O)[C@@H]12 | -1
CN(C)c1ccc(-c2cc(NCc3cccnc3)ncn2)cc1 | -2

(list continues)
SMILES | Coupling enz
CC(=O)O[C@@H](C)C[N+](C)(C)C | -1
CC[C@]1(O)C[C@@H]2CN(CCc3c([nH]c4ccccc34)[C@](C(=O)OC)(c3cc4c(cc3OC)N(C=O)[C@H]3[C@@](O)(C(=O)OC)[C@H](C(=O)OC)[C@@]5(CC)C=CCN6CC[C@]43[C@H]65)C2)C1 | 1
CO[C@@H]1COC(=O)C/C=C\[C@@H](C)[C@H](OC)COC(=O)C/C=C\[C@H]1C | 3
Cn1cc(-c2nc3cnc(N4CCOCC4)nc3n(CCC#N)c2=O)c2ccccc21 | 2
CC(=O)N1CC[C@H]2CC(=O)CC[C@@]21C | 3
CC/C=C\C/C=C\C/C=C\CCCCCCCCCCCC(=O)O | 6
CSCC[C@H](NC(=O)[C@H](CC(C)C)N(C)C(=O)[C@@H]1CCCN1C(=O)[C@H](Cc1ccccc1)NC(=O)[C@H](Cc1ccccc1)NC(=O)CCC(C)N)C(=O)O (some centres undefined) | 5
CCOC(=O)N/N=C1/C[C@@H](O)[C@@H](O)[C@@H]2[C@@H]3C(=O)N(c4cccc(Oc5ccccc5)c4)C(=O)[C@H]3CC[C@H]12 | 2

The results go on.
SMILES | Coupling enz
CNc1ncnc2ccc(-c3cccc(OC)c3)cc12 | -3
Clc1ccccc1-c1cncnc1NCc1cccs1 | 9
CCOC(=O)CC(C(=O)OCC)C1CCCCC1=O (centres undefined) | 0
NCCCC[C@H](NC(=O)[C@H](CCCN=C(N)N)NC(=O)[C@H](CO)NC(=O)[C@H](CCCN=C(N)N)NC(=O)[C@@H](N)Cc1ccc(O)cc1)C(=O)N[C@@H](Cc1ccc(O)cc1)C(=O)N[C@@H](CO)C(=O)N[C@@H](CO)C(=O)N[C@@H](Cc1c[nH]c2ccccc12)C(=O)N[C@@H](Cc1ccc(O)cc1)C(=O)O | -3
O=c1c(-c2cc(F)cc(F)c2)nc2cnc(N3CCOCC3)nc2n1CCc1ccccc1 | 2
O=C(c1cccc(F)c1)N1CCC[C@@]2(CCN(c3ncccn3)C2)C1 | 4
CC(C)C[C@H](NC(=O)[C@H](Cc1ccccc1)NC(=O)CNC(=O)[C@H](CCC(=O)O)NC(=O)[C@H](CCCNC(=N)N)NC(=O)[C@H](C)NC(=O)[C@H](C)NC(=O)[C@@H](N)CC(=O)O)C(=O)N[C@@H](CC(=O)O)C(=O)N[C@H](C(=O)N[C@@H](CC(C)C)C(=O)N[C@H](C(=O)N[C@H](C(=O)N[C@@H](CC(C)C)C(=O)N[C@@H](Cc1cnc[nH]1)C(=O)N[C@@H](CCCNC(=N)N)C(=O)N[C@@H](C)C(=O)NCC(=O)N[C@@H](C)C(=O)N[C@@H](CCCNC(=N)N)C(=O)O)C(C)C)C(C)C)[C@@H](C)O | 1
N#C/C(=C\c1ccc(O)c(O)c1)C(=O)OCCc1cccs1 | 2

These rows are one share of the data, so the mix of outcomes need not match the whole.
